NCI-60 one-dose screen, 48 h, at 10 µM unless noted. Numbers give growth in % (100 = growth as untreated, 0 = no growth, -100 = all killed).
UACC-257: UACC-257 melanoma | 78,000 compounds, 4.4% hits | AID 1794764
MALME-3M: MALME-3M melanoma | 78,000 compounds, 5.8% hits | AID 1794766
HS 578T: HS 578T breast cancer | 78,000 compounds, 4.1% hits
LOX IMVI: LOX IMVI melanoma | 79,000 compounds, 7.4% hits
SK-MEL-2: SK-MEL-2 melanoma; 77,000 compounds, 4.7% hits
T-47D: T-47D breast cancer. AID 1794792. 79,000 compounds, 5% hits
SK-MEL-28: SK-MEL-28 melanoma; 81,000 compounds, 4.1% hits
SK-MEL-5: SK-MEL-5 melanoma. AID 1794755. 80,000 compounds, 6.4% hits
An asterisk follows results filed as active; x = not tested or not shown; & = joins results of further samples; [ ] = dose if it differs, or a comment. The calls were made as follows: active = growth percent below 10; inactive = the rest.

SMILES	UACC-257	MALME-3M	HS 578T	LOX IMVI	SK-MEL-2	T-47D	SK-MEL-28	SK-MEL-5
O=C(c1ccccc1)C1(c2ccccc2)OC1c1ccccc1 (stereo not given)	100	x	100	79	96	86	107	98
O=C(NNc1nc2ccccc2nc1/C=C/c1ccc(Cl)cc1)Nc1cccc(Cl)c1	70	81	66	33	61	50	79	53
CCN(Cc1ccc(CN(CC)C(=O)C(Br)Br)cc1)C(=O)C(Br)Br	x	53	38	37	77	28	37	12
O=C(/C=C/CN1CCCCC1)Nc1cc2c(Nc3ccc(F)c(Cl)c3F)ncnc2cc1OCCOC(F)F	x	26	-7.1*	12	36	-1.8*	49	25
O=C(CSc1nc2ccccc2c(=O)n1-c1ccc(Cl)cc1)Nc1ccc(S(=O)(=O)Nc2nccs2)cc1	96	88	100	97	112	98	102	100
c1nc2nonc2nc1C12CC3CC(CC(C3)C1)C2	73	101	63	91	89	77	91	92
Cc1cc(C)c(C#N)c(Sc2nc(C)c([N+](=O)[O-])c(C)c2C#N)n1	x	36	118	1.7*	69	69	79	86
Cc1ccc2nc3sc(C(=O)Nc4ccc(C(=O)/C=C/c5ccccc5)cc4)cc3cc2c1	102	102	98	100	99	94	109	100
O=C1C(Br)=CC2C1C1C3CCC3C2(Br)C12OCCO2 (stereo not given)	54	46	x	8.5*	22	3.7*	56	67
CCN(CC)CCCCCNc1cc(OC)cc2c(C)ccnc12	107	97	113	109	98	62	105	87
CC(c1ccccc1)N1CSC2=NC(O)=CC(N)N2C1 (stereo not given)	105	95	109	101	106	101	113	102
CC1CC(=O)Nc2ccccc2N1C(=S)Nc1ccccc1 (stereo not given)	96	x	103	95	90	99	106	107
COc1cc(/C=C/C(=O)c2ccc(Cl)cc2)cc(CN2CCOCC2)c1O	91	90	97	80	104	74	96	88
O=C(CSc1nnc(-c2ccc(-c3nc4ccccc4[nH]3)cc2)o1)Nc1ccc(C(=O)/C=C/c2ccccc2)cc1	100	70	101	100	106	107	109	99
N#Cc1ncc(-c2ccc(C(F)(F)F)cc2)c(NCc2cc(C(F)(F)F)cc(C(F)(F)F)c2)n1	29	10	36	15	-2.7*	9.9*	39	75
NS(=O)(=O)c1ccc(CN2C(=O)C3C(C2=O)C2(Cl)C(Cl)=C(Cl)C3(Cl)C2(Cl)Cl)cc1 (stereo not given)	90	96	94	96	100	90	104	97
O=C(O)c1cc(-c2ccc(Br)cc2)nc2ccccc12	x	90	90	87	101	132	107	95
C=CNC(=S)N/C=C(\C#N)S(=O)(=O)c1ccc(C)cc1	103	x	105	94	100	94	107	103
COc1ccc(-c2cc3c(oc2=O)-c2ccccc2OC3OC(C)=O)cc1 (stereo not given)	x	107	89	98	100	69	118	98
CCN(CC)C(=O)c1ccc[n+](CCC(N)=O)c1	122	105	125	106	111	101	114	111
Cc1nc2ccccc2n1CC1NC(=S)NC1=O (stereo not given)	97	101	100	98	116	102	104	101
CC(=O)C(C(c1ccccc1)N1CCCc2ccccc21)N1CCOCC1 (stereo not given)	97&111	80&109	108&124	96&102	109&90	102&95	108&117	98&98
COC(=O)NNC(=O)OC	104	86	101	97	102	90	110	100
COc1ccccc1CNC(=O)CCn1c(=O)[nH]c2ccsc2c1=O	99	100	116	106	96	105	105	101

Nine structures out of the list, sorted by count of non-hydrogen atoms, highest first.
SMILES	UACC-257	MALME-3M	HS 578T	LOX IMVI	SK-MEL-2	T-47D	SK-MEL-28	SK-MEL-5
O=C(CSc1nnc(-c2ccc(-c3nc4ccccc4[nH]3)cc2)o1)Nc1ccc(C(=O)/C=C/c2ccccc2)cc1	100	70	101	100	106	107	109	99
N#Cc1ncc(-c2ccc(C(F)(F)F)cc2)c(NCc2cc(C(F)(F)F)cc(C(F)(F)F)c2)n1	29	10	36	15	-2.7*	9.9*	39	75
NS(=O)(=O)c1ccc(CN2C(=O)C3C(C2=O)C2(Cl)C(Cl)=C(Cl)C3(Cl)C2(Cl)Cl)cc1 (stereo not given)	90	96	94	96	100	90	104	97
COc1ccc(-c2cc3c(oc2=O)-c2ccccc2OC3OC(C)=O)cc1 (stereo not given)	x	107	89	98	100	69	118	98
COc1ccccc1CNC(=O)CCn1c(=O)[nH]c2ccsc2c1=O	99	100	116	106	96	105	105	101
CC1CC(=O)Nc2ccccc2N1C(=S)Nc1ccccc1 (stereo not given)	96	x	103	95	90	99	106	107
C=CNC(=S)N/C=C(\C#N)S(=O)(=O)c1ccc(C)cc1	103	x	105	94	100	94	107	103
CCN(CC)C(=O)c1ccc[n+](CCC(N)=O)c1	122	105	125	106	111	101	114	111
COC(=O)NNC(=O)OC	104	86	101	97	102	90	110	100

(cont.)
SMILES	UACC-257	MALME-3M	HS 578T	LOX IMVI	SK-MEL-2	T-47D	SK-MEL-28	SK-MEL-5
CC(=O)c1sc(N2N=C(c3ccc(Cl)cc3)CC2c2cccnc2)nc1C (stereo not given)	100	111	82	72	107	75	117	67
C[C@]12C[C@H](O)[C@H]3[C@@H](CCC4=CC(=O)CC[C@@]43C)[C@@H]1CC[C@@H]2C(=O)CO	x	95	108	98	93	92	102	91
COc1cc(NC(=O)c2cc3ccccc3nc2Nc2ccc(F)cc2)cc(OC)c1OC	28	67	75	33	63	22	54	-14*
CCCCCCCCc1ccc(OCCOCC[N+](C)(C)CC)cc1 (tested in a mixture with another compound)	13	-20*	38	29	12	23	16	-52*
C/C(CC(C)C)=N/Nc1ccc([N+](=O)[O-])cc1[N+](=O)[O-]	112	125	x	99	x	89	109	107
O=C1NC(=O)/C(=C/c2ccc(Cl)cc2Cl)N1	108	100	x	97	103	91	109	108
C/C(=C\CCc1ccoc1)CC/C=C(\C)CCCN1CCCCC1	91	100	104	x	100	67	97	65
COc1ccc(C2=Nn3c(N=Nc4c(O)n(C)c5ccc(Br)cc45)nnc3SC2)cc1	82	95	74	73	85	82	85	84
O=C1OC(C(O)CO)C(O)=C1Nc1ccc(S(=O)(=O)c2ncc(NC3=C(O)C(C(O)CO)OC3=O)s2)cc1 (stereo not given)	88	114	102	97	101	109	116	112
C(=N\n1cnnc1)/c1ccc2c(c1)CCC2	102	99	91	101	108	91	109	97
Clc1ccc(-c2cc3ccccc3c3nc4ccccc4nc23)cc1Cl	97	105	107	96	103	98	111	101
COc1c(/C(C)=N/N=c2sc(C(C)=O)nn2-c2ccccc2)c(Oc2ccccc2)c(OC)c2occc12	100&113	86&96	110	90&95	110&103	44&101	111&116	102&100
O=c1cc(-c2ccccc2)oc2cc(OCc3cn(Cc4ccc(F)cc4)nn3)cc(O)c12	86[100 µM]	6.4*[100 µM]	9.1*[100 µM]	79[100 µM]	-40*[100 µM]	44[100 µM]	94[100 µM]	84[100 µM]
CC(=O)[C@H]1CC[C@H]2[C@@H]3CCC4=CC(=O)CC[C@]4(C)[C@@]3(Br)C(=O)C[C@]12C	100	113	109	100	93	90	120	100
C=CCN1C=CC(=O)[C@H](O)[C@@H]1/C=C/c1ccccc1	101[100 µM]	109[100 µM]	98[100 µM]	93[100 µM]	97[100 µM]	92[100 µM]	108[100 µM]	112[100 µM]
CC(=O)OC(NC(=O)NC(OC(C)=O)C(Cl)(Cl)Cl)C(Cl)(Cl)Cl (stereo not given)	94	95	101	98	95	86	104	105
COc1ccc(C(=O)c2cc3ccccc3o2)cc1	107	103	103	100	94	100	104	96
C=C(NC(=O)C(=C)NC(=O)c1csc(C2=NC3c4csc(n4)C4NC(=O)c5csc(n5)C(C(C)(O)C(C)O)NC(=O)C5CSC(=N5)C(=CC)NC(=O)C(C(C)O)NC(=O)c5csc(n5)C3(CC2)NC(=O)C(C)NC(=O)C(=C)NC(=O)C(C)NC(=O)C(C(C)CC)NC2C=Cc3c(C(C)O)cc(nc3C2O)C(=O)OC4C)n1)C(N)=O (stereo not given)	26	27	42	-7.9*	x	40	-34*	-5.6*
C[C@@H](C[C@H](CCOCc1cccnc1)c1ccccc1)c1csc2ccccc12	86	105	91	93	79	x	94	94
CC(=O)Nc1ccc(Oc2ncnc3sc(C)c(C)c23)c(CN2CCCCC2)c1	106	99	106	98	108	90	106	99
COc1cc(/C=C/C(=O)N2CCN(C(=O)/C=C/c3cccc(OC(F)(F)F)c3)CC2)cc(OC)c1OC	89	85	89	93	99	52	103	67
Cc1ccc(S(=O)(=O)n2cc(C(=O)C(=O)N3CCOCC3)c3ccccc32)cc1	98	91	101	84	97	75	117	88
CC(C)CC(NC(=O)OCc1ccccc1)C(=O)NC(Cc1c[nH]c2ccccc12)C(=O)O (stereo not given)	98	x	105	99	x	104	114	106
CNC(=O)c1cc(Oc2ccc3nc(NC(=O)NCCCCN(C)C)sc3c2)ccn1	124	100	122	95	91	89	106	x
Cc1ccc(NCc2cn(-c3ccc(C(=O)O)cc3)nc2-c2ccc(C(=O)O)cc2)cc1	98	93	101	95	94	99	112	108
O=C1c2ccccc2C(=O)c2c1c(C(=O)c1ccc(Cl)cc1)n1c2ccc2c3ccccc3ccc21	107	101	93	90	107	104	108	100
NS(=O)(=O)c1ccc(-n2cc(-c3cccc(NC(=O)c4cccc(OC(F)(F)F)c4)c3)nn2)cc1	104	106	104	62	138	97	100	100
COC(=O)C1CCC(=O)N1C(=O)NC1CCCCC1 (stereo not given)	94	96	102	99	96	98	100	103
CC1(C)CCC[C@]23C(=O)O[C@](O)(C(=O)C4=C[C@@](C)(/C=C/CCCc5ccc6ccc7cccc8ccc5c6c78)CC[C@@]42O)[C@@H]13	-69*	-94*	-7.1*	-86*	-62*	-60*	-87*	-96*
O=C1NC(=O)c2c1cc1ccccc1c2-c1ccccc1	133	116	110	104	116	128	125	114
COc1cc(/C=C2\SC(=O)NC2=O)ccc1OCc1cc2ccccc2nc1Cl	107	104	106	79	111	102	104	100
Cc1ccc(NC(c2cccc(Oc3ccccc3)c2)c2nnnn2C(C)(C)C)cc1 (stereo not given)	83	106	108	88	90	60	100	98
O=C(NCc1ccccc1)OCCO	103&103	107	106	101&109	99	122&104	111&108	111&116
OC1(c2ccccc2)CC2CCC1C2 (stereo not given)	101	114	103	99	99	103	124	105
O=C1c2ccccc2C(=O)N1c1ncn[nH]1	130	126	x	105	115	119	105	105
CN(C)c1cc2c3ccccc3n(C)c2cc1N	105	x	97	86	95	89	116	94

Among those listed so far, these contain a cyano group.
SMILES	UACC-257	MALME-3M	HS 578T	LOX IMVI	SK-MEL-2	T-47D	SK-MEL-28	SK-MEL-5
Cc1cc(C)c(C#N)c(Sc2nc(C)c([N+](=O)[O-])c(C)c2C#N)n1	x	36	118	1.7*	69	69	79	86
N#Cc1ncc(-c2ccc(C(F)(F)F)cc2)c(NCc2cc(C(F)(F)F)cc(C(F)(F)F)c2)n1	29	10	36	15	-2.7*	9.9*	39	75
C=CNC(=S)N/C=C(\C#N)S(=O)(=O)c1ccc(C)cc1	103	x	105	94	100	94	107	103

Remaining list, next part.
SMILES	UACC-257	MALME-3M	HS 578T	LOX IMVI	SK-MEL-2	T-47D	SK-MEL-28	SK-MEL-5
N#CSc1cc(SC#N)c2ccccc2c1N	108	78	81	31	93	x	112	88
NS(=O)(=O)c1ccc(N/N=C(/CS(=O)(=O)c2ccccc2)c2cc3ccccc3oc2=O)cc1	105	100	99	97	101	92	103	92
O=C(NCCN1CCCC1)n1cc(-c2ccncc2)c(-c2cc(O)cc(Cl)c2)n1	43	9.4*	100	80	91	98	37	63
CC(/C=N/N1C(=O)c2ccccc2C1=O)c1ccccc1 (stereo not given)	91	101	119	98	110	99	103	99
N#Cc1c(-c2cccs2)cc(-c2ccc(F)cc2)[nH]c1=O	107	109	99	103	111	100	114	105
Cn1c(=O)c2[nH]c(=S)n(Cc3ccccc3)c2n(C)c1=O	90	x	101	88	104	99	122	102
NS(=O)(=O)c1ccc(CCn2c(-c3ccc(Cl)cc3)nc(-c3ccccc3)c2-c2ccccc2)cc1	107	100	104	95	108	108	103	100
O=c1[nH]n(C(=S)N/N=C/c2cccc(Br)c2)c(=O)c2ccccc12	88	93	x	x	112	76	101	99
Nc1ccc2oc3nccc(NCc4cccc(Br)c4)c3c2c1	62	86	84	78	64	46	83	43
CCOC(=O)C1=C(N)N(c2ccccc2)C2=C(C(=O)CC(C)(C)C2)C1c1ccc(Cl)cc1Cl (stereo not given)	35	28	x	x	-12*	21	51	-1.7*
COc1cc2c(c(OC)c1OC)C1(CCCO1)c1cccc(OC)c1-2 (stereo not given)	110	108	105	95	116	87	108	100
COc1cc(NC2CCC(=O)N2c2ccc(Cl)cc2Cl)cc(OC)c1OC (stereo not given)	99	93	102	97	x	98	104	103
CCOC(=O)C1=C(C)NC(=S)NC1c1ccccc1 (stereo not given)	101	101	99	101	113	96	112	103
O=C1Nc2ccc(Cl)cc2/C1=C/c1ccc(OCc2ccc([N+](=O)[O-])cc2)cc1	97	98	94	98	x	95	95	96
O=C1c2ccccc2C(=O)c2c(Cl)cccc21	x	104	99	102	125	85	114	98
Clc1ccc(Cc2nnc3sc(-c4ccncc4)nn23)cc1	109	115	99	112	108	98	106	99
O=C1NC(=O)/C(=C/c2ccc(O)cc2)N1	94	100	89	93	99	96	99	102
Cc1ccc(-c2ccc(/C=C(\C#N)c3nc(-c4ccco4)cs3)o2)cc1	113	109	107	x	104	-23*	112	88
COc1ccc2c(c1)OS(=O)(=O)NC2c1nnc(-c2ccccc2)o1 (stereo not given)	105	94	98	87	101	x	104	100
Cc1ccc(C(=O)Nc2ccc(-n3c(C)nc4c(cnn4-c4ccccc4)c3=O)cc2)cc1	42	68	85	67	78	35	81	7.0*
CN(C)CCN=C1NC2C(N1)N(C)C(=O)N2C (stereo not given)	89	109	90	98	97	88	92	114
CCOCCOC(=O)c1ccccc1OCc1ccccc1	92	94	89	97	98	x	111	99
C=CCn1c2c(c3ccccc31)CC1CN(C3CCCCC3)C(=O)C1C2C(=O)O (stereo not given)	103	99	110	95	89	105	104	101
Cc1csc[n+]1CC(=O)c1ccc2ccccc2c1	109	91	104	102	98	93	110	98
CCOc1cc(/C=N/NC(=O)CC#N)ccc1O	103	86	95	93	101	100	100	102
COc1cc(CNC(=O)C2CSC3c4ccccc4C(=O)N23)cc(OC)c1OC (stereo not given)	99	106	101	100	95	x	110	108
O=C1CCCCC1(O)Cc1ccc2c(c1)OCO2 (stereo not given)	103	115	115	105	118	127	119	x
